Screens (PubChem BioAssay)
D2 PAM: D2 dopamine receptor (human) potentiation; potentiation, % at 10 µM; AID 485347; hit rate 0.34% among 340,000; HEK293 T-REx D2, calcium flux, EC20 dopamine potentiation;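 active means potentiation over 3 SD above the plate norm, cut at about 30% in these data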; further: 0% is about no effect
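Potentiation of an EC20 dopamine calcium response measured kinetically over 180 s, after a preceding 180 s compound-only read flagging agonists. Cells: inducible Hek293 Trex D2 line, 4000/well, cultured overnight at 30 C before dye loading.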
D2 agonist: activates the human D2 dopamine receptor; activation, % at 2 µM; hit rate 0.53% among 340,000; HEK293 T-REx D2 cells, calcium flux agonist mode; P14416;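 active means activation over 3 SD above normal in the single-dose calcium agonist read, cut at about 30% in these data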; further: 0% is about no effect
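Agonism is scored from calcium flux in a force-coupled, inducible HEK293 cell line expressing D2, read kinetically for 180 s after compound addition against dopamine controls.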
D1 ag: human D1 receptor agonism; P21728; HEK293 T-REx D1 cells, calcium flux, agonist mode; activation, % at 2 µM; hit rate 1% among 360,000; in the data active means activation above about 30%; further: 0% is about no effect
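Agonism was scored from calcium flux recorded over 180 s (1 read/s) after pintool compound addition, following a 10-cycle baseline. Cells were inducible force-coupled HEK293 TREx D1, plated overnight at 30 C and loaded with no-wash calcium dye.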
D1 potentiator: potentiators of human D1 dopamine receptor; P21728; HEK293 TREx D1 cells, calcium flux, dopamine EC20 potentiation; potentiation, % at 10 µM; hit rate 0.036% among 360,000; in the data active means potentiation above about 30%; further: 0% is about no effect
RXFP1 antag: antagonists of human relaxin receptor RXFP1; Q9HBX9; HEK293-RXFP1, relaxin-stimulated cAMP HTRF, 30 min; active compounds read low; activity change, negative = inhibition, % at 57.5 µM; AID 1259400; hit rate 0.59% among 350,000;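 active means activity change of -60% or lower, but not beyond a set lower limit; inconclusive means change between -60% and -40%, or beyond the set limit; inactive means change above -40%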; further: on the % scale 0 is the no-effect control and ±100 the full control effect
Target sequence (Q9HBX9 whole entry, looked up): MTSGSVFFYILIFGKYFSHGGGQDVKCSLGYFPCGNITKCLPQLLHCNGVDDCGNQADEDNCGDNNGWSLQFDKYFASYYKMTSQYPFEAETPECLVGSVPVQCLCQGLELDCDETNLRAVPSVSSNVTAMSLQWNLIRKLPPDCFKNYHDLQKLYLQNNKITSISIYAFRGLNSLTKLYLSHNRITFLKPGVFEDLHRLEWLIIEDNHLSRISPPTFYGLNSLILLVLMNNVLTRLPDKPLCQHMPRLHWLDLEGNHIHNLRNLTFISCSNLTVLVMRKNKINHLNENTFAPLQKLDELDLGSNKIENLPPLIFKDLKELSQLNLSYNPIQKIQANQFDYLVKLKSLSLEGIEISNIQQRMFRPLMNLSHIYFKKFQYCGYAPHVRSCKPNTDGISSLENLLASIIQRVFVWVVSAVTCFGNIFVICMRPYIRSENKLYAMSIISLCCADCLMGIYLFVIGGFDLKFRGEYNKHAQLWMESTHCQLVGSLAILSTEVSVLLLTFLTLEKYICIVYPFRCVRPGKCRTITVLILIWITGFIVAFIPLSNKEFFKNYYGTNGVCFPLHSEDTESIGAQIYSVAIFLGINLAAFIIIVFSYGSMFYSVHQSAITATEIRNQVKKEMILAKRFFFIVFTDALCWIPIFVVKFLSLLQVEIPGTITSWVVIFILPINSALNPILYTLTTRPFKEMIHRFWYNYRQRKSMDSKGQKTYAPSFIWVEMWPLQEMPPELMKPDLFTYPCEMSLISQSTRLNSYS
RXFP1 agonist: agonists of human relaxin receptor RXFP1; Q9HBX9; HEK293T-RXFP1 cAMP TR-FRET, 30 min; response scale: percent of porcine relaxin response, buffer zero; Potency, µM (highest dose often 57.5 µM), inactives show at the highest dose activation, usual class: activators; hit rate 0.3% among 370,000; AID 2676; active means well fitted activation curve with a large enough effect; inconclusive means small, poorly fitted or top-dose-only effect; further: potency means the concentration at half of the fitted maximal effect; on the % scale 0 is the no-effect control and ±100 the full control effect; nearly all actives have a fitted effect of over 60% in size; many of its hits are not listed in these tables
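HEK293 cells stably expressing RXFP1, treated 30 min at 37C with compounds plus PDE4 inhibitor Ro 20174; cAMP measured by HTRF TR-FRET. Normalized to buffer and 29 nM porcine relaxin; EC50 by Hill fit.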
D2 antag: antagonists of human D2 dopamine receptor | P14416 | HEK293 TREx D2 cells, calcium flux, dopamine EC80 | inhibition, % at 10 µM | hit rate 2% among 340,000; in the data active means inhibition above about 30%; further: 0% is about no effect
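Tetracycline-induced HEK293 T-REx cells expressing D2 force-coupled to calcium signalling were dye-loaded, exposed to compound for 180 s, then challenged with an EC80 of dopamine; calcium flux was followed kinetically for a further 180 s.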
TRHR enhancer: allosteric enhancers of human TRH receptor; AID 493056; P34981; hit rate 0.66% among 360,000; TRHR cells, fluo-8 calcium fluorescence, EC20 TRH enhancement; enhancement, % at 2 µM; in the data active means enhancement above about 30%; further: 0% is about no effect
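TRHR-expressing cells loaded with fluo-8 calcium dye were read kinetically (ex 480/em 530) during compound addition, then stimulated with an EC20 of TRH (10 nM final). Enhancement of the Gq-mediated intracellular calcium response was scored.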
D1 antagonist: blocks dopamine activation of the human D1 receptor. hit rate 3.2% among 360,000. HEK293 TREx D1 cells, calcium flux, dopamine EC80; active compounds read low. activity change, negative = inhibition, % at 10 µM. AID 504652. P21728; in the data active means activity change below about -30%; further: on the % scale 0 is the no-effect control and ±100 the full control effect
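Antagonism measured as reduced calcium response to an EC80 dopamine addition following 180 s compound pre-read; cells were inducible HEK293 Trex D1 plated overnight at 30 C, read kinetically at 1 cycle/sec.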
* marks the source's active call; other numbers are inactive results; u = inconclusive; x = no result given; & = joins results of further samples.

SMILES | D2 PAM | D2 agonist | D1 ag | D1 potentiator | RXFP1 antag | RXFP1 agonist | D2 antag | TRHR enhancer | D1 antagonist
O=C(c1cn2ccccc2n1)N1CCCC(Nc2ccc(F)c(F)c2)C1 (configuration not stated) | 1 | 0.1 | 1 | 0 | -12 | 0.7% | -6 | -5 | 6
CC(C)NC(=O)c1sc2c(c1C(=O)Nc1cccnc1)CCCC2 | 5 | -0.3 | 1 | -3 | -3 | 2.2% | -12 | 3 | -7
CCCCNC(=O)CN(c1cc(C(F)(F)F)ccc1Cl)S(C)(=O)=O | 6 | 0.4 | 4 | 2 | -12 | -0.9% | -4 | -2 | 0
COc1ccc2c(c1)CCc1cc(C(=O)N3CCN(c4ccc(N5CCOCC5)nn4)CC3)sc1-2 | 5 | 0.1 | 2 | -7 | x | 3.6% | -15 | 4 | -29
O=C(Cn1c(=O)n(Cc2ccccc2)c(=O)c2sc3ccccc3c21)Nc1ccccc1F | -6 | x | 0 | -1 | x | 4.5% | x | -4 | 0
O=C(c1cnn2ccccc12)N1CCc2ccccc21 | -4 | -1.2 | 2 | 0 | x | -0.1% | 7 | -2 | 1
Cc1c(C)n(CCN(C)C)c2ccc(C(=O)OCCN(C)C)cc12 | -4 | -1.7 | 2 | 7 | -3&16 | 0.4% | -17 | 4 | 8
CC(=O)N1c2ccc(S(=O)(=O)N3CCCCC3)cc2CC1C(=O)Nc1ccc(C)cc1 (configuration not stated) | -3 | 0.7 | 4 | -3 | 5 | 0.5% | -4 | -6 | 5
Cc1ccc(S(=O)(=O)NCCC(=O)N2CC(C)OC(C)C2)cc1 (configuration not stated) | -17 | 0.0 | 1 | 2 | -1 | 0.4% | -2 | 1 | 6
CCCCn1c(N)c(N(Cc2ccccc2OC)C(=O)COc2ccccc2OC)c(=O)[nH]c1=O | x | x | 1 | -4 | -4 | -0.3% | x | 9 | -20
CC(C)c1ccc(NC2CCCN(C(=O)CCN3CCCO3)C2)cc1 (configuration not stated) | 3 | 0.4 | 2 | -3 | -6 | -2.8% | -2 | -2 | 9
Cc1nc(NC(=O)C2CC2)sc1C(=O)N1CCCCC1 | -4 | -0.9 | 2 | 5 | 6 | 0.0% | 1 | -8 | 1

Overlap with the part before: 4 compounds; new compounds follow.
SMILES | D2 PAM | D2 agonist | D1 ag | D1 potentiator | RXFP1 antag | RXFP1 agonist | D2 antag | TRHR enhancer | D1 antagonist
Cc1ccc(S(=O)(=O)NCCC(=O)N2CC(C)OC(C)C2)cc1 (configuration not stated) | -17 | 0.0 | 1 | 2 | -1 | 0.4% | -2 | 1 | 6
CCCCn1c(N)c(N(Cc2ccccc2OC)C(=O)COc2ccccc2OC)c(=O)[nH]c1=O | x | x | 1 | -4 | -4 | -0.3% | x | 9 | -20
CC(C)c1ccc(NC2CCCN(C(=O)CCN3CCCO3)C2)cc1 (configuration not stated) | 3 | 0.4 | 2 | -3 | -6 | -2.8% | -2 | -2 | 9
Cc1nc(NC(=O)C2CC2)sc1C(=O)N1CCCCC1 | -4 | -0.9 | 2 | 5 | 6 | 0.0% | 1 | -8 | 1
Cc1cccc(Nc2nc(-c3c(C)nc4ccccn34)cs2)c1 | -1 | 0.0 | 8 | -2 | -19 | 5.2% | 8 | 5 | -46*
O=C(CN1C(=O)c2ccccc2C1=O)N1CCN(c2ccccc2)CC1 | x | x | 4 | -9 | -1 | 0.7% | x | 4 | -13
Cc1ccc(/C=C/C(=O)Nc2cc(=O)n(C)c(=O)n2C)o1 | 14 | 0.5 | 10 | -3 | -5 | 4.8% | 4 | 5 | -3
CN(CC(=O)Nc1cccc(F)c1)C(=O)CN1C(=O)NC2(CCCCC2)C1=O | 8 | -0.2 | 5 | -2 | 7 | -0.6% | -11 | 2 | -9
CCOC(=O)c1ccc(NC(=O)c2ccc(CN3C(=O)CCn4nc(C)cc43)cc2)cc1 | 7 | 0.0 | 1 | -3 | x | 4.9% | x | -1 | 14
Nn1c(SCC(=O)Nc2nccs2)nncc1=O | -3 | 6.0 | 2 | -2 | -24 | -0.8% | 17 | -4 | 8
COC(C[C@H]1O[C@H]1[C@@H](O)[C@@H](C)OCc1ccccc1)OC | -1 | 0.2 | 2 | -4 | x | 0.0% | 3 | -3 | -16
O=S(=O)(NCc1ccncc1)c1ccccc1 | 15 | 0.0 | 6 | -3 | 0 | 0.4% | 1 | -5 | -12
COc1ccc(F)cc1C(=O)C1CCCN(C(=O)CSc2ccccn2)C1 (configuration not stated) | x | x | 0 | 8 | -12 | 0.6% | x | -2 | 3
Cc1ccc(S(=O)(=O)N(CC(=O)NCCSCc2ccco2)c2ccc(F)cc2)cc1 | 22 | 1.1 | 15 | -1 | x | 0.7% | 7 | 6 | 1
COc1ccc(Cc2nc(-c3ccccn3)no2)cc1 | 5 | 0.5 | 1 | -3 | 1 | 1.0% | 34* | 1 | -17
COc1cccc(CN(C)C(=O)CNC(=O)c2cccs2)c1OC | -1 | 1.3 | 7 | -2 | -8 | 0.3% | 38* | 4 | 10
Cc1ccc(C2(C)NC(=O)N(CC(=O)NC(=O)NC(C)(C)C)C2=O)cc1 (configuration not stated) | -9 | 3.3 | 4 | 8 | -4 | -0.9% | 10 | 2 | 2
CC(=O)NC(Cc1ccccc1)C(=O)NC1CCN(C(=O)NC2CCCCC2)CC1 (configuration not stated) | 16 | 0.1 | 3 | 5 | 1 | -0.1% | -2 | 10 | -20
CC(=O)Nc1ccc(CN2CCN(c3cccc(C(F)(F)F)c3)CC2)cc1 | -19 | 1.6 | 1 | -1 | 23 | 0.5% | 43* | 13 | 1
O=C(CSc1nnc(CCCO)n1-c1ccccc1)Nc1nccs1 | 2 | -0.2 | 2 | 9 | 6 | 0.4% | -6 | 10 | -11
CC1CCc2c(nc3ncnn3c2Nc2ccc(OC(F)(F)F)cc2)C1 (configuration not stated) | -19 | 6.7 | 11 | -7 | -7 | 1.6% | -6 | 12 | 9
CC(=O)c1ccc(NC(=O)CN(C)S(=O)(=O)c2cccc3nsnc23)cc1 | 0 | -0.1 | 2 | 3 | -12 | 2.1% | x | 8 | -1
Cc1cccc(Nc2ncnc3nc[nH]c23)c1C | -1 | -0.2 | 1 | 4 | x | -1.0% | -4 | -5 | -2
O=C(SCC(O)C(O)CS)c1cccs1 (configuration not stated) | 19 | -1.4 | 3 | 7 | x | 2.4% | -24 | 4 | 4
Cc1cccc(-n2ncc3c(NCc4cccs4)ncnc32)c1 | 11 | -0.6 | 1 | 0 | 0 | 1.3% | 9 | 10 | -25
COc1ccc2c(COC(=O)CC3Sc4ccccc4NC3=O)cc(=O)oc2c1 (configuration not stated) | -9 | 0.0 | 8 | -12 | -11 | 7.8% | -25 | 0 | -7
CCCCCCC(=O)N(O)C1CC(=O)N(c2ccccc2)C1=O (configuration not stated) | 18 | -1.0 | 1 | -5 | x | 0.0% | -4 | 2 | 10
Oc1cccc(/C=N/N2CCN(c3ccccn3)CC2)c1 | -12 | 9.4 | 2 | -1 | 9 | -1.1% | -17 | 1 | -6
Cc1ccc(C(=O)OCN2C(=O)c3ccccc3C2=O)cc1S(=O)(=O)N1CCOCC1 | 10 | -0.2 | 0 | 6 | -3 | 3.6% | 9 | 8 | 4
Cc1ccc(Cl)cc1NC(=O)CN(C)S(=O)(=O)c1ccc2c(c1)n(C)c(=O)c(=O)n2C | 14 | 0.0 | 2 | -2 | -10 | u | x | -1 | 1
c1nc2nc3c(c(N4CCOCC4)n2n1)CCCC3 | -10 | 0.7 | 3 | -4 | -2 | 5.9% | -17 | -2 | -1
COc1ccc(Cn2c(SCc3ccc(C(=O)NCc4cccs4)cc3)nc3cccnc32)cc1 | -4 | 0.5 | 5 | -4 | -14 | -1.4% | x | -4 | -3
COc1ccc(OC)c(C2C(C(C)=O)=C(O)C(=O)N2c2ccc(F)cc2)c1 (configuration not stated) | 23 | -0.1 | 5 | 2 | -3 | 9.0% | 3 | 5 | -4
O=C(CCCn1c(=O)[nH]c2cc(Cl)ccc2c1=O)N1CCN(c2ccc([N+](=O)[O-])cc2)CC1 | 0 | 2.4 | 4 | -6 | 6 | 0.5% | 1 | -8 | -10
Cc1onc(-c2c(Cl)cccc2Cl)c1/C(N)=N/OC(=O)C(C)(C)C | -4 | 0.0 | 3 | -1 | -12 | 2.2% | -2 | -2 | 7
CCc1cccc(CC)c1NC(=O)CSc1nnc(C2CC2)n1N | -16 | -0.2 | 4 | -3 | 0 | 1.2% | 29 | -3 | -16
O=C(NCc1ccc2c(c1)OCO2)C(=O)Nc1ccccc1 | 8 | 2.0 | 3 | -6 | -14 | -0.8% | -21 | 0 | 21
Cc1n(Cc2ccccc2)c2cc([N+](=O)[O-])ccc2[n+]1Cc1ccccc1 | 1 | -0.3 | 2 | -5 | 4 | 0.2% | -20 | -2 | 22
COc1cc(/C=N/NC(=O)c2cccnc2)ccc1OCC(=O)Nc1c(C)cc(C)cc1C | 8 | 1.0 | 1 | -1 | -4 | 2.1% | -2 | 3 | -5
Cc1ccc(N2CCN(CC(O)COc3ccccc3)CC2)cc1 (configuration not stated) | -22 | 0.2 | 2 | -1 | 3 | -0.5% | 39* | 9 | 1
COc1cccc(NC(=O)c2cccc(Cl)c2)c1 | -5 | -1.6 | 1 | 2 | x | -0.3% | 2 | -7 | 14
CCCCN(Cc1ccco1)C(=O)Cn1ncc2c(=O)oc3ccc(C)cc3c21 | -2 | -1.8 | 1 | -3 | -4 | 2.1% | -10 | 0 | 6
OC(CN1CCN(c2cccc(Cl)c2)CC1)c1ccc(F)cc1 (configuration not stated) | -19 | 27 | 5 | -11 | -6 | -3.5% | -1 | -2 | -21
Cc1cccc(N2C(=O)N3[C@@H]4c5ccccc5OC[C@@H]4[C@@H](c4ccccc4)[C@@]3(C)C2=O)c1 | -7 | 0.6 | 4 | 0 | x | -4.2% | 5 | 0 | 1
Cc1ccc(NC(=O)N(Cc2cccs2)Cc2cc3cc4c(cc3[nH]c2=O)OCO4)cc1 | -8 | -1.6 | 0 | -7 | x | 1.2% | 0 | 0 | 7
Cc1cccc(-c2nnc(C3CCN(S(=O)(=O)c4cccc(Cl)c4)CC3)o2)c1 | 13 | -0.2 | -2 | 0 | -9 | 4.3% | x | -3 | -10
CN1CCC(OC(=O)c2cc3cc(Br)ccc3oc2=O)CC1 | 3 | 0.8 | 6 | 0 | -6 | -0.7% | 11 | -4 | 0
Nc1nonc1-c1nc2ccccc2n1CC(=O)Nc1cccc(Cl)c1Cl | -5 | -0.2 | 3 | 0 | -3 | 0.4% | x | 20 | -19

Not all compounds are listed; rates above refer to the full screens.
